High-throughput results: PubChem BioAssay, National Center for Advancing Translational Sciences (NCATS)
LDHA block – inhibitors of human lactate dehydrogenase A | activity change, % (values are at about 110 or 230 µM) | hit rate 0.15% among 480,000 | purified LDHA, NADH/diaphorase-resazurin fluorescence; active compounds read low; in the data active = activity change below about -30%; inconclusive = mostly about -25% to -30%;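 also: plate controls were DMSO wells for no effect and wells without enzyme for full effect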
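LDH5 2 nM; NADH 0.06 mM, pyruvate 0.2 mM; 200 mM Tris pH 7.4, EDTA, Tween-20; 5 min RT. Detection: diaphorase 0.133 mg/mL + resazurin 37 µM, fluorescence ex540/em590 at 0 and 20 min; normalized to enzyme-free and DMSO wells.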
ALOX12 inh – ALOX12 (human) lipoxygenase inhibition; P18054; purified 12hLO, xylenol orange hydroperoxide absorbance; Potency, µM (doses to about 108 µM), for the others: top-dose activity change, negative = inhibition, hits mostly inhibitors; hit rate 1.1% among 580,000; AID 1671190; also: potency is read from the fitted curve at half-maximal effect; % is scaled to controls: 0 for no effect and ±100 for the full control effect
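Hydroperoxide product was detected by ferrous iron/xylenol orange as the 573 to 405 nm absorbance ratio. Arachidonic acid at 40 uM (final) was turned over for 30 min at room temperature by 150 nM human 12hLO, pH 7.0 Hepes buffer, after 15 min compound preincubation.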
Pol kappa inh – inhibitors of human DNA polymerase kappa; purified Pol kappa, fluorescent DNA synthesis assay, 10 min; Potency, µM (highest dose often 107 µM), for inactives: at the top dose activity, negative = inhibition, actives largely listed as inhibitors; hit rate 0.53% among 400,000; AID 588579; also: potency is read from the fitted curve at half-maximal effect; % is scaled to controls: 0 for no effect and ±100 for the full control effect
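Inhibition of 10 nM Pol kappa is measured by a fluorescent read-out at 0 and 10 min following addition of 50 nM substrate (final), with a 15-min room-temperature compound preincubation.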
Pol beta inh – inhibitors of human DNA polymerase beta; hit rate 1.3% among 340,000; P06746; AID 485314; Potency, µM (highest dose often 114 µM), for inactives: at the top dose activity change, negative = inhibition, usual class: inhibitors; Pol beta primer extension/strand displacement, fluorescence kinetic; also: potency is read from the fitted curve at half-maximal effect; % is scaled to controls: 0 for no effect and ±100 for the full control effect
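Curves were derived by four-parameter Hill fits of normalized qHTS data. The kinetic fluorescent primer-extension read was taken at 0 and 10 min after 50 nM substrate, following a 15 min room-temperature preincubation of 10 nM enzyme with compounds.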
RGS4 inhibitor – inhibitors of human regulator of G protein signaling 4; hit rate 0.039% among 390,000; Transcreener GDP fluorescence polarization, RGS4-accelerated GTP hydrolysis; P49798; Potency, µM (doses to about 114 µM), without a hit: top-dose activity change, negative = inhibition, hits mostly inhibitors; also: potency is read from the fitted curve at half-maximal effect; % is scaled to controls: 0 for no effect and ±100 for the full control effect; nearly all actives have a fitted effect of over 75% in size; some results filed as inactive show a strong effect at the top dose
Target sequence (P49798 whole entry, looked up): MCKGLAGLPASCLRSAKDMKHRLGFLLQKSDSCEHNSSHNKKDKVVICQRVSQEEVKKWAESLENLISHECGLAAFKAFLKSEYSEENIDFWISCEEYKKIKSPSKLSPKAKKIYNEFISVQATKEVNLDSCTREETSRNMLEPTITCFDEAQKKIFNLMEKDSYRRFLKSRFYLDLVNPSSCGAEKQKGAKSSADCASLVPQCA
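MLSMR compounds (23 nl, pin-transferred) preincubated 10 min at room temperature with a 500nM (2x) first reagent, then RGS4 at 900nM (2x) plus Transcreener GDP mix added; fluorescence polarization (620/688 nm) read before and after 90 min at 30 °C.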
APE1 inh – APE1 (human) endonuclease inhibition. P27695. recombinant APE1, TAMRA/BHQ-2 abasic DNA cleavage fluorescence. Potency, µM (series often up to 65.8 µM), for inactives: top-dose activity change, negative = inhibition, hits mostly inhibitors. hit rate 0.35% among 350,000. AID 2517;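 also: potency is read from the fitted curve at half-maximal effect; plate controls were vehicle for no effect and reference inhibitor for full effect; nearly all actives have a fitted effect of over 55% in size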
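Activity was derived from the fluorescence gain between first and third kinetic reads (60 s intervals, ex 525/em 598 nm) after 50 nM THF-abasic TAMRA/BHQ-2 duplex was added to 0.75 nM APE1 preincubated 15 min with compound.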
ERG-DNA inh – inhibitors of human ERG Ets domain-DNA interaction | P11308 | fluorescence polarization, His-ERG Ets domain / labelled DNA | Potency, µM (titrated, usually from 76.9 µM), for the others: at the highest dose FP activity, negative = inhibition, most hits filed as inhibitors | hit rate 0.028% among 370,000; active = well fitted inhibition curve with a large enough effect in the polarisation, with a control signal flat; inconclusive = small, poorly fitted or top-dose-only effect, or effect the other way, or a change in a side signal; inactive = no such curve, though single readings can be large or run the other way; the % refers to the polarisation;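 also: polarization taken with two DNA probes labelled with fluorescein and Texas red; potency is read from the fitted curve at half-maximal effect; % of control where 0% means no effect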
Target sequence (P11308 whole entry, looked up, the tested form may be a part): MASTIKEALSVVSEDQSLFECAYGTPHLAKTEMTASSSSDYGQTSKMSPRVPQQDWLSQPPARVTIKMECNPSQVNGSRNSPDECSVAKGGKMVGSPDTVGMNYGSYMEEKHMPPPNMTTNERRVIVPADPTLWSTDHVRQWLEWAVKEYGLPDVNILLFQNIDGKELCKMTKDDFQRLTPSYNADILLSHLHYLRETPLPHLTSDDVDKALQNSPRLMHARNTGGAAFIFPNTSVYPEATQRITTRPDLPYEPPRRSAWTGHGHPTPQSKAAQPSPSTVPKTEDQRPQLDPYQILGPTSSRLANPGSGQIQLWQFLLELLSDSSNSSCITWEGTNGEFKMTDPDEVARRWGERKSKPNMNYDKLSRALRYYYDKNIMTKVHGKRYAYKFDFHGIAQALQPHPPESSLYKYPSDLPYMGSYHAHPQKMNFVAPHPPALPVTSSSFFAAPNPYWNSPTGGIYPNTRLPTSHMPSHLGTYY
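His-tagged ERG Ets domain (1 uM in the protein solution; 300mM KCl, 50mM Tris-HCl, 1mM EDTA, 1mM DTT, pH 7.5) received compound, then a probe mix of 5 nM fluorescein-DNA and 100nM Texas-615-DNA. Fluorescence polarization was read for both dyes.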
POLH inh – blocks human DNA polymerase eta activity; Q9Y253; recombinant Pol eta, fluorescent DNA replication assay; Potency, µM (series often up to 114 µM), for inactives: top-dose activity change, negative = inhibition, actives largely listed as inhibitors; hit rate 1.2% among 390,000; AID 588591; also: potency is read from the fitted curve at half-maximal effect; % is scaled to controls: 0 for no effect and ±100 for the full control effect
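Pol eta (10 nM) was preincubated with compounds for 15 min at room temperature, after which fluorescent replication substrate (50 nM final) was added to start the reaction. Fluorescence was read kinetically at 0 and 10 min.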
Apoferritin bind – binds horse apoferritin like a general anesthetic; Potency, µM (titrated, usually from 77.5 µM), inactives show at the highest dose activity change, negative = displacement, most hits filed as inhibitors; apoferritin/1-aminoanthracene competitive binding, fluorescence; P02791; hit rate 0.074% among 350,000; also: potency is read from the fitted curve at half-maximal effect; % is scaled to controls: 0 for no effect and ±100 for the full control effect; nearly all actives have a fitted effect of over 20% in size
Target sequence (P02791 2-175 limits assumed): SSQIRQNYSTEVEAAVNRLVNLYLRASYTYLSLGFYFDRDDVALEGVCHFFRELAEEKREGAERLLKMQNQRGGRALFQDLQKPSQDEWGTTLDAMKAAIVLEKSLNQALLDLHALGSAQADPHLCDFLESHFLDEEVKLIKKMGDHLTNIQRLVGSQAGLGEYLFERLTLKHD
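Read-out: endpoint 1-AMA fluorescence, excitation 380 nm and emission 535 nm, after compounds sit 10 min at room temperature with 10 uM horse-spleen apoferritin in 50% saturated 1-AMA/PBS. Values come from four-parameter Hill fits.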
The depositor's hits bear a star; ? = inconclusive; . = not tested or not shown; [ ] = dose if it differs, or a comment. Unless noted, calls follow the shape of the dose curve; as a rule, active = well fitted curve in the direction sought with a large enough effect; inconclusive = small, poorly fitted or top-dose-only effect, or another doubt; inactive = no such curve, though single readings can be large; an effect the other way counts as inactive or inconclusive. The list is partial; count on the stated rates, not on these rows.

SMILES	LDHA block	ALOX12 inh	Pol kappa inh	Pol beta inh	RGS4 inhibitor	APE1 inh	ERG-DNA inh	POLH inh	Apoferritin bind
O=C(NCc1ccc(Cl)cc1Cl)c1ccc2nc[nH]c2c1	-1	-10%	-24%	-20%	-4%	7%	-6%	-7%	?
CN(C)CC(=O)Nc1nc(-c2ccccc2)cs1	0	149%[activator]	-5%	6%	-19%[11.4 µM]	2%	3%	-11%	-9%
COC(=O)CN1C(=O)C(O)(CC(=O)c2ccc(C)cc2)c2ccccc21 (centres undefined)	-1	9%	-7%	-4%	31%	-1%	-7%	-4%	5%
Cc1cccc(C)c1NC(=O)CN1CCN(C(=O)c2ccc(OCc3cn4ccccc4n3)cc2)CC1	-1	7%	-21%	.	10%	-14%	1%	?	.
CN1C(C(=O)c2ccccc2)=C(N)c2ccccc2S1(=O)=O	-6	-6%	-6%	1%	6%	-2%	1%	-22%	?
CC1(C)CC(=NOC(=O)c2ccccc2)CC(C)(C)N1	-5	7%	9%	23%	8%	13%	-1%	-10%	-12%
O=C(N1CCOCC1)N1CCN(S(=O)(=O)c2ccc(Cl)cc2)CC1	-4	25%	-4%	64%	-4%	-1%	-7%	-20%	-3%
Cc1nn(Cc2ccccc2Cl)c2sc(C(=O)OC3CCCC3=O)cc12 (centres undefined)	2	-12%	-5%	1%	-25%	0%	0%	3%	-18%
CC(NC(=O)C1CCN(S(=O)(=O)Cc2ccccc2)CC1)c1ccccc1 (centres undefined)	-18	-19%	-8%	13%	14%	.	0%	-7%	-10%
CN(C)S(=O)(=O)c1ccc2c(c1)c(=O)c(C(=O)N1CCN(c3cccc(Cl)c3)CC1)cn2C	2	0%	-5%	14%	2%	.	-11%	-27%	-5%
CCOc1ccc(NC(=O)COC(=O)CCC(=O)c2cccs2)cc1	-1	?	-15%	.	-10%	-8%	-2%	-2%	.
O=C(CSc1oc(-c2ccc(F)cc2)nc1S(=O)(=O)c1ccccc1)c1ccc(Cl)cc1	3	?	-4%	21%	-3%	.	-10%	0%	-20%
CCOc1ccc(-n2c(N)c(C(=O)NCc3ccco3)c3nc4ccccc4nc32)cc1	14	.	-7%	18%	?	-1%	8%	-17%	52%[activator]
CCOc1cc(/C=C/c2ccc3cccc([N+](=O)[O-])c3n2)ccc1OCC(=O)N(C)C	-1	9%	-7%	-26%	?	-4%	10%	-25%	?
Cc1ccc(C(C(=O)NC2CCCCC2)N(Cc2ccco2)C(=O)C2COc3ccccc3O2)o1 (centres undefined)	-2	0%	-20%	-6%	-8%	-8%	-6%	7%	-4%
O=C(Cn1nc(Cc2cccnc2)c2ccccc2c1=O)NCC1COc2ccccc2O1 (centres undefined)	-4	459%[activator]	16%	0%	10%	12%	8%	-11%	-14%
COc1cc(Cl)c(NC(=O)c2cc3ccccn3n2)c(OC)c1	1	?	-5%	?	-14%	.	1%	1%	2%
O=C(CCCCCN1C(=O)c2ccccc2C1=O)Nc1nccs1	0	-1%	6%	-1%	-24%	1%	10%	-9%	?
Cc1cc(C)c(Cn2c(=O)n(Cc3ccccc3)c(=O)c3c(C)c(C)sc32)c(C)c1	-1	-7%	9%	-13%	2%	.	3%	.	11%
COc1ccccc1N1CCN(C(CNS(=O)(=O)c2ccccc2)c2cccnc2)CC1 (centres undefined)	5	.	7%	1%	-9%	7%	-6%	-12%	-9%

Structures from the list above containing a furan ring, fused or not:
SMILES	LDHA block	ALOX12 inh	Pol kappa inh	Pol beta inh	RGS4 inhibitor	APE1 inh	ERG-DNA inh	POLH inh	Apoferritin bind
CCOc1ccc(-n2c(N)c(C(=O)NCc3ccco3)c3nc4ccccc4nc32)cc1	14	.	-7%	18%	?	-1%	8%	-17%	52%[activator]
Cc1ccc(C(C(=O)NC2CCCCC2)N(Cc2ccco2)C(=O)C2COc3ccccc3O2)o1 (centres undefined)	-2	0%	-20%	-6%	-8%	-8%	-6%	7%	-4%

(continued)
SMILES	LDHA block	ALOX12 inh	Pol kappa inh	Pol beta inh	RGS4 inhibitor	APE1 inh	ERG-DNA inh	POLH inh	Apoferritin bind
CC(=O)Nc1ccc(S(=O)(=O)Oc2cccc(/C=C3\SC(N)=NC3=O)c2)cc1	-8	?	8%	-7%	?	3%	16%	-1%	-19%
O=C(O)c1[nH]c2ccccc2c1C(c1cc(Br)ccc1O)c1c(C(=O)O)[nH]c2ccccc12	-6	?	?	79µM*	-35%	2%	-7%	50µM*	-9%
OCC1(CCc2ccccc2)CCN(Cc2cc(F)ccc2-n2cccn2)CC1	-6	7%	7%	5%	2%	-6%	4%	-10%	-11%
CC(C)(C)Cc1nnc(NC(=O)c2ccc([N+](=O)[O-])cc2)s1	-10	11%	-11%	-1%	20%	4%	7%	-5%	-4%
Cc1ccc(CNC(=O)CCC(=O)n2ncc3cc(C)ccc32)cc1	-11	10%	-8%	18%	-1%	-12%	1%	-4%	-16%
Clc1ccc(OCCCN2CCc3ccccc3C2)c(Br)c1	-3	?	2%	19%	-1%	-11%	5%	-4%	-4%
CCSc1nnc(NC(=O)c2cc3c(s2)CCCC3)s1	0	10%	-13%	-2%	14%	-3%	3%	-3%	-8%
O=C(Nc1cc(Oc2ccccc2)cc([N+](=O)[O-])c1)C12CC3CC(C1)CC(n1cnc(Cl)n1)(C3)C2	-4	0%	-8%	-1%	-8%	-3%	1%	3%	-21%
COCCNC(=O)CN1C(=O)CSc2ccc(S(=O)(=O)N3CCOCC3)cc21	1	13%	20%	4%	-4%[56.9 µM]	87%[activator]	5%	-4%	7%
Cc1c(C(=O)NC2CCCc3ccccc32)oc2ccc(S(=O)(=O)N3CCOCC3)cc12 (centres undefined)	-5	39%[activator]	-1%	3%	20%	0%	8%	-14%	-22%
CCNc1ccc(C(=O)OCC(=O)c2cc(C)n(Cc3ccc4c(c3)OCO4)c2C)cc1[N+](=O)[O-]	-3	-14%	3%	4%	4%	14%	4%	-16%	-8%
Cc1ccc(CSCc2ccc(C(=O)NC3CC3)o2)cc1	0	2%	6%	2%	-21%	28%	2%	-17%	0%
COC(=O)[C@H](Cc1ccccc1)NC(=O)NCc1ccccc1OC	-1	2%	-12%	2%	7%	1%	3%	-23%	-2%
COc1ccc(-c2nc3cc(NC(=O)COc4ccc(C)c(C)c4)ccc3o2)cc1	2	-25%	-3%	-28%	-1%	.	5%	.	-1%
Fc1ccc(COc2ccc(Cl)cc2/C=N/Nc2nc(N3CCCC3)nc(N3CCCC3)n2)cc1	-3	-27%	0%	33%	-13%	-2%	6%	-11%	-14%
COc1ccc(-c2cc(C(=O)Nc3c(C(=O)c4ccc(C)cc4)oc4ccccc34)no2)cc1	1	0%	-5%	27%	23%	.	3%	-18%	3%
CCN(CC)C(=O)c1ccc(-c2ccccc2)cc1	-5	0%	-11%	-2%	6%	?	0%	-8%	-3%
O=C(CSc1ccc([N+](=O)[O-])cn1)Nc1nccs1	-1	-1%	4%	4%	6%	-2%	2%	-22%	?
Cc1ccc(-n2ncc3c(SCc4cccc(C)c4)ncnc32)cc1	-8	-21%	-14%	13%	-14%	0%	0%	-17%	6%
CS(=O)(=O)c1ccc(C(=O)NC2CCOC2=O)cc1 (centres undefined)	-7	?	-6%	-3%	5%	-2%	-2%	-8%	-7%
O=C(CCN1C(=O)[C@@H]2Cc3ccccc3CN2C1=O)Nc1cccc(F)c1	-5	1%	-4%	19%	-7%	8%	-9%	-12%	-5%
CC(C)N(Cc1ccccc1)C(=S)Nc1ccccc1F	-9	0%	-2%	-1%	-2%	7%	-2%	-5%	0%
CNC[C@@H]1Oc2c(NC(=O)Nc3ccccc3)cccc2C(=O)N([C@@H](C)CO)C[C@H]1C	-3	?	14%	.	0%	52%[activator]	18%	-9%	.
Cc1ccc(-n2c(Cc3cccn3C)nnc2SCC(=O)Nc2cc(C)on2)cc1	-2	2%	-1%	47%	-28%	-2%	0%	-7%	-13%
O=S(=O)(c1ccccc1)c1nc(NCc2cccnc2)sc1Cl	-4	5%	-4%	-1%	-44%	-4%	13%	-18%	-13%

Given with bars between the fields: part of the list above
SMILES | LDHA block | ALOX12 inh | Pol kappa inh | Pol beta inh | RGS4 inhibitor | APE1 inh | ERG-DNA inh | POLH inh | Apoferritin bind
O=C(CCN1C(=O)[C@@H]2Cc3ccccc3CN2C1=O)Nc1cccc(F)c1 | -5 | 1% | -4% | 19% | -7% | 8% | -9% | -12% | -5%
CC(C)N(Cc1ccccc1)C(=S)Nc1ccccc1F | -9 | 0% | -2% | -1% | -2% | 7% | -2% | -5% | 0%
CNC[C@@H]1Oc2c(NC(=O)Nc3ccccc3)cccc2C(=O)N([C@@H](C)CO)C[C@H]1C | -3 | ? | 14% | . | 0% | 52%[activator] | 18% | -9% | .
Cc1ccc(-n2c(Cc3cccn3C)nnc2SCC(=O)Nc2cc(C)on2)cc1 | -2 | 2% | -1% | 47% | -28% | -2% | 0% | -7% | -13%
